Source: PubChem BioAssay (Broad Institute)
TcdB GH inh – TcdB glycohydrolase inhibition | TcdB glycohydrolase enzymatic assay, plate reader | P18177 | inhibition, % at 9.99 µM | 0.24% of 350,000 active; in the data active means inhibition above about 10%
* marks the source's active call; other numbers are inactive results; & = joins results of further samples. These rows are one share of the data (hit frequency here may not be typical).

mol | TcdB GH inh
C[C@@H]1CCCCO[C@@H](CN(C)S(C)(=O)=O)[C@@H](C)CN([C@H](C)CO)C(=O)c2cc(NS(=O)(=O)c3ccc(F)cc3)ccc2O1 | -1.8
COc1ccc(NC(=O)N2C[C@H]3[C@@H](c4ccccc42)[C@H](CO)N3C(=O)C2CCCCC2)cc1 | 0.3
COc1cccc(-c2ccc([C@@H]3[C@@H](CO)N4C(=O)CN(C(=O)c5ccncc5)C[C@@H]34)cc2)c1 | 0.6
COc1cccc(C#Cc2cnc3c(c2)C(=O)N([C@H](C)CO)C[C@H](C)[C@@H](CN(C)C)O3)c1 | 1.0
CCC(=O)N1CCCCN2[C@@H](CO)[C@H](c3ccc(C#CCOC)cc3)[C@@H]2C1 | -0.4
O=C(C1CC1)N1CCCCN2[C@H](CO)[C@H](c3ccc(-c4cccc(F)c4)cc3)[C@@H]2C1 | -0.2
CC=Cc1ccc2n(c1=O)C[C@@H]1[C@@H](CO)[C@H](C(=O)NCC)[C@H]2N1Cc1cccc(Cl)c1 (mixture of isomers) | 0.1
C[C@H]1CN([C@@H](C)CO)C(=O)c2cc(C#CC3CCCCC3)cnc2O[C@H]1CN(C)Cc1cccnc1 | 0.0
O=C(C[C@H]1CC[C@H]2[C@@H](COC[C@@H](O)CN2C(=O)c2ccccc2F)O1)NCc1ccc(-c2ccccc2)cc1 | 0.2
O=C(C[C@H]1C[C@@H]2c3cc(NC(=O)c4ccc5c(c4)OCO5)ccc3O[C@@H]2[C@H](CO)O1)NCc1ccccn1 | 1.7
CCS(=O)(=O)Nc1ccc2c(c1)C(=O)N(C)C[C@H](OC)[C@H](C)CN(CC1CCCCC1)[C@@H](C)CO2 | -0.9
C[C@@H]1CN([C@@H](C)CO)S(=O)(=O)c2ccc(-c3cccc(F)c3)cc2O[C@H]1CN(C)C(=O)c1cccc(F)c1 | -0.4
O=C(C[C@@H]1CC[C@@H]2[C@H](COC[C@H](O)CN2C(=O)c2ccccc2F)O1)NCc1ccc(F)cc1 | 0.3
CC(C)NC(=O)N(C)C[C@H]1Oc2c(NC(=O)Nc3ccc(F)cc3)cccc2C(=O)N([C@@H](C)CO)C[C@@H]1C | 0.2
C[C@@H]1CN([C@@H](C)CO)C(=O)c2cc(NC(=O)CCC(F)(F)F)ccc2O[C@@H]1CN(C)S(=O)(=O)c1ccccc1 | 0.8
Cc1ccc(-c2cnc3c(c2)C(=O)N([C@@H](C)CO)C[C@@H](C)[C@H](CN(C)Cc2ccccc2F)O3)cc1 | 0.0
CO[C@@H]1CN(C)C(=O)c2ccc(NC(=O)C3CCC3)cc2OC[C@H](C)N(Cc2cccnc2)C[C@H]1C | -0.3
CN1C(=O)c2cc(NC(=O)c3ccc(Cl)cc3)ccc2OC[C@@H]2O[C@@H](CC(=O)NCc3cccc(F)c3)CC[C@H]21 | 1.8
CC(C)[C@@H](C)NC(=O)N(C)C[C@H]1OCc2ccccc2-c2c(n(C)c3ccccc23)C(=O)N([C@H](C)CO)C[C@H]1C | 0.7
CC(C)N(C[C@H]1N[C@H](CO)[C@H]1c1ccccc1)S(=O)(=O)c1ccccc1 | -1.6
O=C(C1=C[C@@H](c2ccc3c(c2)Cc2ccccc2-3)C[C@@H](OCCCCO)O1)N1CCCCC1 | 0.7
O=C(C[C@H]1C[C@@H]2c3cc(NC(=O)Nc4ccccc4)ccc3O[C@@H]2[C@@H](CO)O1)NC1CCCCC1 | -0.7
N#Cc1cccc(-c2ccc(C3[C@H]4CNC[C@@H]3N4Cc3cc(F)ccc3F)cc2)c1 (stereo partly specified) | 0.0&-1.1
C[C@@H]1CN([C@H](C)CO)C(=O)c2cc(-c3ccc(F)cc3)cnc2O[C@H]1CN(C)C(=O)Cc1ccccc1 | 0.5
C[C@H](CO)N1C[C@H](C)[C@@H](CN(C)Cc2ccc(C(F)(F)F)cc2)Oc2ccc(NC(=O)Cc3ccccc3)cc2CC1=O | 1.5
COc1ccc(-c2ccc3c(c2)O[C@@H](CN(C)C(C)=O)[C@H](C)CN([C@H](C)CO)S3(=O)=O)cc1 | 0.6
C[C@H]1CN([C@@H](C)CO)C(=O)c2cc(NC(=O)Nc3cccc4ccccc34)ccc2O[C@@H]1CN(C)Cc1ccc(C(=O)Nc2ccccc2N)cc1 | -0.2
CCCNC(=O)N(C)C[C@@H]1Oc2ncc(C#C[C@H](C)O)cc2C(=O)N([C@H](C)CO)C[C@@H]1C | 1.7
C/C=C/c1ccc([C@H]2[C@H](CO)N(C(=O)c3cnccn3)C23CN(C(=O)CC)C3)cc1 | 1.2
CO[C@H]1CC[C@@H]2CCOc3ccc(C#N)cc3C(=O)N(C)C[C@@H](OC)[C@@H](C)C(=O)N(C)C[C@@H]1O2 | -0.6
C[C@H](CO)N1C[C@H](C)[C@@H](CN(C)Cc2ccc3c(c2)OCO3)Oc2ccc(NC(=O)Nc3ccc4c(c3)OCO4)cc2C1=O | 0.4
C[C@H](CO)N1C[C@H](C)[C@H](CN(C)Cc2ccc(C(F)(F)F)cc2)Oc2c(cccc2N(C)C)C1=O | -3.2
C[C@H]1CN([C@@H](C)CO)C(=O)c2cccc(NC(=O)Nc3cccc4ccccc34)c2O[C@H]1CN(C)Cc1ccc(Oc2ccccc2)cc1 | 0.5
CC(C)NC(=O)Nc1cccc2c1O[C@@H](CN(C)C(=O)Nc1ccc3c(c1)OCO3)[C@@H](C)CN([C@H](C)CO)C2=O | -2.0
C[C@@H]1CN([C@H](C)CO)C(=O)c2c(c3ccccc3n2C)-c2ccccc2CO[C@@H]1CN(C)S(=O)(=O)c1cccc(C#N)c1 | -3.2
CCCC#Cc1ccc([C@H]2[C@H](CO)N3C(=O)CN(C(=O)Nc4ccc(F)cc4)C[C@@H]23)cc1 | 0.7
CO[C@@H]1CN(C)C(=O)c2ccc(NC(=O)Nc3cc(F)ccc3F)cc2OC[C@@H](C)N(C(=O)c2ccccn2)C[C@H]1C | 1.6
C[C@@H]1CN([C@@H](C)CO)C(=O)c2cc(C#CC3(O)CCCC3)cnc2O[C@@H]1CN(C)C(=O)C1CCC1 | 0.0
O=C(Nc1ccc(-c2ccccc2)cc1)[C@H]1[C@H](CO)[C@H]2Cn3c(cccc3=O)[C@@H]1N2Cc1cccnc1 | -0.3
C[C@@H]1CN([C@@H](C)CO)C(=O)c2cc(C#CCN(C)C)cnc2O[C@@H]1CN(C)C(=O)Nc1cccc(F)c1 | 0.4
O=C(C[C@H]1C[C@@H]2c3cc(NC(=O)c4ccc5c(c4)OCO5)ccc3O[C@@H]2[C@H](CO)O1)NCc1cccc(F)c1 | 7.7
Cc1noc(C)c1NC(=O)Nc1ccc2c(c1)C(=O)N([C@@H](C)CO)C[C@@H](C)[C@@H](CN(C)S(=O)(=O)c1cccs1)OCCCC[C@@H](C)O2 | -0.6
COCC(=O)Nc1ccc2c(c1)[C@@H]1C[C@H](CC(=O)N[C@H](C)c3ccccc3)O[C@@H](CO)[C@@H]1O2 | 0.9
C[C@@H]1CN([C@@H](C)CO)C(=O)c2cccc(NS(=O)(=O)c3ccc(F)cc3)c2O[C@H]1CN(C)Cc1ccc(C(=O)Nc2ccccc2N)cc1 | -1.5
C[C@H](CO)N1C[C@H](C)[C@@H](CN(C)S(=O)(=O)c2cn(C)cn2)OCCCC[C@H](C)Oc2ccc(NC(=O)CCCN(C)C)cc2C1=O | 0.4
COc1cccc(NC(=O)N(C)C[C@H]2Oc3ncc(C#Cc4ccc(F)cc4)cc3C(=O)N([C@@H](C)CO)C[C@@H]2C)c1 | 0.5
O=C(Nc1ccccc1F)N1C[C@H]2[C@@H](c3ccccc31)[C@@H](CO)N2C(=O)c1ccc(F)cc1 | -1.3
COc1cccc(S(=O)(=O)N(C)C[C@H]2OCc3ccccc3-c3ccccc3C(=O)N([C@H](C)CO)C[C@@H]2C)c1 | 0.9
C[C@@H]1CN([C@H](C)CO)C(=O)c2cccc(N(C)C)c2O[C@H]1CN(C)Cc1ccccc1 | 0.1
COc1ccc([Si](C)(C)[C@H]2[C@H](CCO)O[C@@]3(C(=O)N(c4ccccc4)c4ccccc43)[C@@H]2C)cc1 | 0.2
C[C@@H]1CN([C@H](C)CO)C(=O)Cc2cc(NS(=O)(=O)c3ccccc3)ccc2O[C@@H]1CN(C)Cc1ccc(C(=O)Nc2ccccc2N)cc1 | -0.6
C/C=C/c1ccc([C@@H]2[C@H](CO)N(C(C)=O)[C@H]2CNC(=O)c2ccccc2)cc1 | 0.4
C[C@@H]1CN([C@@H](C)CO)C(=O)c2cc(C#Cc3ccccn3)cnc2O[C@H]1CN(C)C(=O)c1ccccn1 | 0.8
Cc1noc(C)c1NC(=O)Nc1ccc2c(c1)CC(=O)N([C@H](C)CO)C[C@H](C)[C@H](CN(C)Cc1ccc(C(=O)O)cc1)O2 | 0.5
C[C@H]1CN([C@@H](C)CO)C(=O)c2cc(-c3cccnc3)cnc2O[C@H]1CN(C)C | 0.1
CC(C)C#Cc1ccc2c(c1)O[C@H](CN(C)C(=O)c1ccccn1)[C@@H](C)CN([C@H](C)CO)S2(=O)=O | 0.6
COc1ccc(NC(=O)N(C)C[C@@H]2Oc3ccc(NS(=O)(=O)c4c(C)noc4C)cc3CC(=O)N([C@@H](C)CO)C[C@H]2C)cc1 | -0.3
N#Cc1cccc(-c2ccc3c(c2)[C@@H]2[C@@H](CCN2S(=O)(=O)c2cccc(F)c2)[C@@H](CO)N3)c1 | -0.8
c1ccc(-c2ccc(C3[C@H]4CNC[C@@H]3N4Cc3cccc(-c4ccncc4)c3)cc2)cc1 (stereo partly specified) | 0.4
C[C@@H]1CN([C@@H](C)CO)S(=O)(=O)c2ccc(C#CCN(C)C)cc2O[C@@H]1CN(C)C | 1.8

Further records follow:
mol | TcdB GH inh
O=C(Nc1cccc(Cl)c1)N[C@@H]1CC[C@H](CCNC(=O)C2CC2)O[C@@H]1CO | 0.5
C[C@H](CO)N1C[C@H](C)[C@@H](CN(C)Cc2ccc3c(c2)OCO3)Oc2ccc(NC(=O)Cc3cn(C)c4ccccc34)cc2C1=O | -0.2
O=C(Nc1ccccc1)N1C[C@H]2[C@@H](c3ccccc31)[C@H](CO)N2CC1CCCC1 | 0.4
C[C@@H]1CN([C@@H](C)CO)C(=O)c2cc(NC(=O)Cc3ccccc3)ccc2O[C@@H]1CN(C)Cc1ccc(C(=O)O)cc1 | 0.6
O=C(CCN1CCCCC1)N[C@@H]1CC[C@H](CCNS(=O)(=O)c2ccc(F)cc2)O[C@H]1CO | 0.5
COc1ccc(C[C@H]2CCn3cc(nn3)COC[C@@H](CC(C)C)NC2=O)cc1 | -0.7
C[C@H]1CCCCO[C@@H](CN(C)Cc2ccc(C(F)(F)F)cc2)[C@@H](C)CN([C@@H](C)CO)C(=O)c2cc(NC(=O)Nc3ccc4c(c3)OCO4)ccc2O1 | -2.4
C[C@H](CO)N1C[C@H](C)[C@@H](CN(C)S(=O)(=O)c2ccc(Cl)cc2)OCCCC[C@H](C)Oc2ccc(NC(=O)Nc3ccccc3)cc2C1=O | 1.2
CCCNC(=O)N1C[C@@H]2[C@H](c3ccccc31)[C@@H](CO)N2Cc1cccc(OC)c1 | -1.2
CN1CCN(C(=O)C[C@@H]2C[C@H]3c4cc(NC(=O)NC5CCCCC5)ccc4O[C@H]3[C@@H](CO)O2)CC1 | 0.1
OC[C@@H]1[C@H](c2ccc(C#Cc3ccccc3F)cc2)[C@H]2CN(CC3CCOCC3)CCCCN12 | 1.8
COc1cccc(C(=O)Nc2ccc3c(c2)C(=O)N(C)C[C@@H](OC)[C@@H](C)CN(CC2CC2)[C@H](C)CO3)c1 | -0.2
COc1ccc(S(=O)(=O)Nc2ccc3c(c2)CC(=O)N([C@H](C)CO)C[C@@H](C)[C@H](CN(C)S(C)(=O)=O)O3)cc1 | -0.6
CCCNC(=O)N1C[C@H](O)COC[C@H]2O[C@@H](CC(=O)N3CCOCC3)CC[C@@H]21 | -0.2
C[C@H]1CN([C@@H](C)CO)C(=O)Cc2cc(NC(=O)Nc3ccc4c(c3)OCO4)ccc2O[C@@H]1CN(C)CC1CCCCC1 | 2.3

Taken from the listing (seven entries):
mol | TcdB GH inh
Cc1noc(C)c1NC(=O)Nc1ccc2c(c1)C(=O)N([C@@H](C)CO)C[C@@H](C)[C@@H](CN(C)S(=O)(=O)c1cccs1)OCCCC[C@@H](C)O2 | -0.6
COCC(=O)Nc1ccc2c(c1)[C@@H]1C[C@H](CC(=O)N[C@H](C)c3ccccc3)O[C@@H](CO)[C@@H]1O2 | 0.9
C[C@@H]1CN([C@@H](C)CO)C(=O)c2cccc(NS(=O)(=O)c3ccc(F)cc3)c2O[C@H]1CN(C)Cc1ccc(C(=O)Nc2ccccc2N)cc1 | -1.5
C[C@H](CO)N1C[C@H](C)[C@@H](CN(C)S(=O)(=O)c2cn(C)cn2)OCCCC[C@H](C)Oc2ccc(NC(=O)CCCN(C)C)cc2C1=O | 0.4
COc1cccc(NC(=O)N(C)C[C@H]2Oc3ncc(C#Cc4ccc(F)cc4)cc3C(=O)N([C@@H](C)CO)C[C@@H]2C)c1 | 0.5
O=C(Nc1ccccc1F)N1C[C@H]2[C@@H](c3ccccc31)[C@@H](CO)N2C(=O)c1ccc(F)cc1 | -1.3
COc1cccc(S(=O)(=O)N(C)C[C@H]2OCc3ccccc3-c3ccccc3C(=O)N([C@H](C)CO)C[C@@H]2C)c1 | 0.9

The list continues.
mol | TcdB GH inh
COc1cccc(-c2ccc([C@H]3[C@H]4CN(S(=O)(=O)c5cccs5)CCCCN4[C@H]3CO)cc2)c1 | -0.1
Cc1ccc(S(=O)(=O)N(C)C[C@@H]2OCCCC[C@H](C)Oc3ccc(NC(=O)Nc4cccc5ccccc45)cc3C(=O)N([C@H](C)CO)C[C@H]2C)cc1 | -0.9
CCCC#Cc1cnc2c(c1)C(=O)N([C@H](C)CO)C[C@H](C)[C@H](CN(C)C(=O)Nc1ccc(OC)cc1)O2 | 0.6
COC(=O)C[C@H]1C[C@@H]2c3cc(NC(=O)C4CCC4)ccc3O[C@@H]2[C@H](CO)O1 | 1.9
CC(C)NC(=O)Nc1ccc2c(c1)CC(=O)N([C@@H](C)CO)C[C@@H](C)[C@H](CN(C)S(=O)(=O)c1ccc(F)cc1)O2 | 0.4
O=C(CN1CCOCC1)NCC[C@H]1CC[C@@H](NC(=O)c2ccc3c(c2)OCO3)[C@@H](CO)O1 | -1.3
